Source: PubChem BioAssay
PfG6PD inh – PfG6PD (Plasmodium falciparum) enzyme inhibition. 0.78% of 350,000 active. inhibition, % at 20 µM. PfGluPho enzyme, NADPH resazurin-diaphorase fluorescence. AID 504690;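 active means inhibition reaching at least a set limit at 20 µM in the primary screen, cut at about 59% in these data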;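 further: 0% = DMSO wells with substrate and 100% = DMSO wells lacking glucose-6-phosphate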
Numbers without * were called inactive.

nr	PfG6PD inh	SMILES
1	-20	CCN(CC)S(=O)(=O)c1ccc(C(=O)NCC(=O)NCc2ccc3c(c2)OCO3)cc1
2	-3	CC(=O)c1ccccc1C(=O)N1CCCC(CNC(=O)c2ccc(F)cc2)C1 (stereo not given)
3	6	Cc1cn([C@H]2C[C@H](O)[C@@H](CNCc3ccccc3)O2)c(=O)[nH]c1=O
4	-14	Cc1ccc(S(=O)(=O)N2CCCOC2CNC(=O)C(=O)NCCc2ccco2)cc1 (stereo not given)
5	-3	COc1ccc(/C=C2\SC(=Nc3ccccc3Cl)NC2=O)c(OC)c1
6	-1	Cc1ccc(-n2c(=O)c3c(c4cc(C)ccc4n3C)n(CC(=O)NCC3CCCO3)c2=O)cc1 (stereo not given)
7	-13	CC(=O)N1CCCc2cc(S(=O)(=O)N(C)CC(=O)Nc3ccccc3)ccc21
8	17	CCCCCC(=O)N1C[C@H](n2cc(COC(=O)c3ccccc3)nn2)[C@@H](O)C[C@@H]1c1ccc(OC)cc1
9	-3	CC1CCCCC1NC(=O)CSc1ncnc2sccc12 (stereo not given)
10	8	Cc1ccc(S(=O)(=O)N2C[C@H]3C(=O)C[C@@H](c4cccc5ccccc45)N(S(=O)(=O)c4ccc(C)cc4)[C@H]3C[C@H]2c2ccc(Cl)cc2)cc1
11	-6	CN(C)c1ccc(C(=N)Cc2ccc3ccccc3n2)cc1
12	-1	O=S1(=O)C[C@@H](N2CCN(c3ccccn3)CC2)[C@H](COCc2ccccc2)N1
13	-8	O=C1NC(Cc2ccc(O)cc2)c2nc3cc(F)c(F)cc3c(=O)n2-c2ncccc21 (stereo not given)
14	-4	COc1ccc(C(=O)N[C@H](C(=O)Nc2cccc(S(=O)(=O)N3CCOCC3)c2)C(C)C)cc1
15	7	COC(=O)C1=C/C=C\CN(C(c2ccccc2)c2ccccc2)/C=C\1C(=O)OC
16	-12	CCc1nnc(NC(=O)CSc2nnc(CNC(=O)c3ccccc3)o2)s1
17	-4	COCCN(C(=O)COC(=O)CCC1CCCCC1)c1c(N)n(Cc2ccccc2)c(=O)[nH]c1=O
18	1	Nc1cc(Br)cc2c1[nH]c(=O)c1ccccc12
19	8	O=C(Nc1cc(C(F)(F)F)ccc1N1CCOCC1)c1cccc(S(=O)(=O)N2CCOCC2)c1
20	6	COc1ccccc1N(CC(=O)N1CCN(Cc2ccccc2)CC1)S(=O)(=O)c1ccccc1

Going on with the list:
nr	PfG6PD inh	SMILES
21	29	C[C@H](O)[C@@H]1CN2CCc3c([nH]c4ccccc34)[C@@H]2C[C@@H]1N(C)C(=O)Nc1cc(Cl)cc(Cl)c1
22	12	COc1ccc(-c2ccc(CN3C(C)C(=O)N(Cc4cn(CCC5OCCCO5)nn4)CCS3(=O)=O)cc2)cc1 (stereo not given)
23	-4	COc1ccccc1N1CCN(S(=O)(=O)CCNC(=O)C(C)Oc2ccccc2)CC1 (stereo not given)
24	-4	CCCN(C(=O)CSCc1ccc(C)cc1)c1c(N)n(Cc2ccccc2)c(=O)[nH]c1=O
25	11	COc1cc(/C=C2/SC(=S)N(CCC(=O)N3CCN(C)CC3)C2=O)cc(OC)c1OC
26	-7	O=[N+]([O-])c1ccc(S(=O)(=O)N2CCN(c3ccccn3)CC2)cc1
27	13	Cc1ccc(S(=O)(=O)NNC(=O)C23CCC(CC2)C3)cc1
28	9	CCc1cccc(C)c1NC(=O)COC(=O)Cc1ccccc1
29	-2	CS(=O)(=O)N(CC(=O)N1CCCC1)c1cccc(C(F)(F)F)c1
30	29	O=C(NCCCN1CCOCC1)/C(=C/c1ccc(-c2cccc([N+](=O)[O-])c2)o1)NC(=O)c1ccccc1
31	17	Cc1c(C(=O)c2ccc(F)cc2F)c2ccccn2c1CCc1ccccn1
32	3	O=C1OC(c2ccccc2)(N(Nc2ccccc2)c2ccccc2)c2ccccc21 (stereo not given)
33	-7	O=C(Nc1ccc(F)cc1)c1cnccn1
34	-17	O=C(CCc1nc2sc3c(c2c(=O)[nH]1)CCCC3)NCCc1ccc(Cl)cc1
35	-12	COc1ccc(CN2C(=O)C(CC(=O)NC3CCCCC3)CC(C(=O)N(C)C)=C2C)cc1 (stereo not given)
36	-5	COC(=O)c1ccc(CNC(=O)COC(=O)CNS(=O)(=O)c2ccc(C)cc2)cc1
37	-8	CC(=O)Nc1ccc(C(=O)NNC(=O)c2csc(N3CCOCC3)n2)cc1
38	-34	CSc1ccccc1C(=O)OCC(=O)NC1CCCCCCC1
39	-14	CC1CN(S(=O)(=O)c2cccc(C(=O)N(C)C3CCCCC3)c2)CC(C)O1 (stereo not given)
40	7	C[C@H](O)[C@@H]1C(=O)N2CCc3c([nH]c4ccccc34)[C@@H]2C[C@@H]1N(C)C(=O)Nc1cc(Cl)cc(Cl)c1

Rewritten with tabs: entries from further up.
cpd	canonical_smiles	PfG6PD inh
23	COc1ccccc1N1CCN(S(=O)(=O)CCNC(=O)C(C)Oc2ccccc2)CC1 (stereo not given)	-4
22	COc1ccc(-c2ccc(CN3C(C)C(=O)N(Cc4cn(CCC5OCCCO5)nn4)CCS3(=O)=O)cc2)cc1 (stereo not given)	12
34	O=C(CCc1nc2sc3c(c2c(=O)[nH]1)CCCC3)NCCc1ccc(Cl)cc1	-17

From entry 38 as far as 40, as listed above:
nr	PfG6PD inh	SMILES
38	-34	CSc1ccccc1C(=O)OCC(=O)NC1CCCCCCC1
39	-14	CC1CN(S(=O)(=O)c2cccc(C(=O)N(C)C3CCCCC3)c2)CC(C)O1 (stereo not given)
40	7	C[C@H](O)[C@@H]1C(=O)N2CCc3c([nH]c4ccccc34)[C@@H]2C[C@@H]1N(C)C(=O)Nc1cc(Cl)cc(Cl)c1

(more compounds)
nr	PfG6PD inh	SMILES
41	2	Cc1cc(=O)n(Cc2ccco2)c(=S)[nH]1
42	4	COc1cccc(C#CC2=CC(=O)CC(C)(C)C2)c1
43	42	Cc1ccc2c(c1)nc1c3ccccc3nc(-c3ccccc3N)n21
44	21	O=C(c1ccncc1)N1CCN(c2cc(-c3ccccc3)nc3cc(-c4cccc(Cl)c4)nn23)CC1
45	2	COC1=Nc2ccccc2/C=C\c2ccccc21
46	-11	CCN(CC)C(=O)C1=C(C)N(Cc2ccc(F)cc2)C(=O)C(CC(=O)NCCN2CCOCC2)C1 (stereo not given)
47	-4	CN1C(=O)[C@H]2[C@@H](c3ccc(C(F)(F)F)cc3)N[C@]3(CCCN(Cc4ccco4)C3=O)[C@H]2C1=O
48	-3	CCCCN1C[C@H](c2ccc(OC)cc2)[C@@H](CC(=O)Nc2ccc(Br)cc2)C1=O
49	-10	CCn1c(SCC(=O)N2CCCCC2)nc2c([nH]c3ccccc32)c1=O
50	5	CC1(CN2CCCC2)CCC(NC(=O)C(c2ccccc2)c2ccccc2)C(C)(C)O1 (stereo not given)
51	127*	CCN1CCCC1CNC(=O)c1ccc2c(c1)NC(=O)/C(=C\c1ccccc1F)S2 (stereo not given)
52	-12	CC1CCC(NC(=O)c2nn(C)c(=O)c3ccccc23)CC1 (stereo not given)
53	66*	COc1cc(N)c2ncccc2c1SC
54	-22	O=C(CCC(C(=O)c1ccccc1)c1ccccc1)c1ccccc1 (stereo not given)
55	0	Cc1cccc(C)c1NC(=O)CN1CCN(C(=O)CNC(=O)Cc2cccc3ccccc23)CC1
56	7	Cc1ccc([C@@H]2C[C@H]3[C@@H](CN2S(=O)(=O)c2ccc(C)cc2)C(=O)C[C@@H](c2ccc(Cl)cc2)N3S(=O)(=O)c2ccc(C)cc2)cc1
57	6	CC(C)COC(=O)N(C)C[C@@H]1OCc2cnnn2CCCC(=O)N([C@H](C)CO)C[C@@H]1C
58	28	Cn1c(-c2ccccc2)cc(=NNS(C)(=O)=O)c2cc(S(=O)(=O)O)ccc21
59	38	C[C@@H]1CN([C@@H](C)CO)C(=O)c2cc(NC(=O)C3CCCCC3)ccc2O[C@@H](C)CCCCO[C@@H]1CN(C)Cc1ccncc1
60	16	CCOc1ccc(OCC(=O)Nc2cc(Cl)ccc2-n2cncn2)cc1

The listing continues.
nr	PfG6PD inh	SMILES
61	-7	CCOC(=O)c1c(C)[nH]c(C(=O)OC(C)C(=O)Nc2ccc(C)cc2)c1C (stereo not given)
62	2	O=C(OCc1cn([C@H]2CN(C(=O)C3CCCCC3)[C@@H](c3ccccc3)C[C@@H]2O)nn1)c1ccccc1
63	2	Cc1ccc([C@H]2C[C@H](O)[C@@H](n3cc(C4CC4)nn3)CN2C(=O)C2CCCCC2)cc1
64	19	CC1(C)CC(=O)C=C(c2ccc(-c3ccc(OC(F)(F)F)cc3)cc2)C1=O
65	3	CN(CC(=O)Nc1cccc(F)c1)C(=O)c1cccc(S(=O)(=O)N2CCN(Cc3ccccc3)CC2)c1
66	3	Cc1cc(C)cc(-n2nnc3ccccc3c2=O)c1
67	-15	O=S(=O)(c1cnccc1N1CCN(CCO)CC1)N1CCCC1
68	3	C[C@H](NC(=O)c1ncn2c1C(=O)NC[C@H]2C)C(=O)OC(C)(C)C
69	13	CCCCCC(=O)N1C[C@H](n2cc(C3CC3)nn2)[C@@H](O)C[C@@H]1c1ccc(C)cc1
70	-4	COc1ccc(CN2C(=O)C(CC(=O)NCCCCc3ccccc3)CC(C(=O)N(C)C)=C2C)cc1 (stereo not given)
71	-3	C[C@@H](NC(=O)c1ncn2c1C(=O)NC[C@@H]2C)c1ccccc1
72	-16	CC1(C(=O)O)CCC2(C)CCC3(C)C(=CC(=O)C4C5(C)CCC(=O)C(C)(C)C5CCC43C)C2C1 (stereo not given)
73	3	Cc1ccc(Cl)cc1NC(=O)CCS(=O)(=O)c1ccc2c(c1)n(C)c(=O)c(=O)n2C
74	1	COc1cccc(-c2ccc3c(c2)O[C@@H](CN(C)Cc2cncnc2)[C@@H](C)CN([C@H](C)CO)S3(=O)=O)c1
75	19	C[C@H]1CN([C@@H](C)CO)S(=O)(=O)c2ccc(Br)cc2O[C@H]1CN(C)C(=O)c1cccc(F)c1
76	-5	O=C(CNC(=O)c1cccc(-n2cccc2)c1)Nc1ccccc1Br
77	8	C[C@H](CO)NC(=O)c1nc[nH]c1C(=O)N[C@@H](C)c1ccccc1
78	-7	C[C@H]1CN([C@@H](C)CO)C(=O)CCCn2cc(nn2)CO[C@@H]1CN(C)C(=O)Nc1ccccc1F
79	-1	CC(C(=O)N1CCCC1)N(c1ccc(Cl)cc1)S(C)(=O)=O (stereo not given)
80	-16	CCCCN(C(=O)CC1CCCC1)c1c(N)n(Cc2ccccc2)c(=O)[nH]c1=O

A few values from the list.
For PfG6PD inh, entry 73 is entered as 3
For PfG6PD inh, entry 62 is entered as 2
For PfG6PD inh, entry 70 is entered as -4

Next results:
nr	PfG6PD inh	SMILES
81	11	COc1cc(OC)c(NS(=O)(=O)c2cc(C(=O)NCCCN3CCOCC3)ccc2C)cc1Cl
82	21	COc1cc(OC)cc(C(=O)Nc2cccc(NC(=O)c3cccs3)c2)c1
83	14	C[C@H]1CN([C@@H](C)CO)C(=O)CCCn2cc(nn2)CO[C@@H]1CN(C)S(=O)(=O)c1cccs1
84	-2	O=C(O)CC1NC(=S)N(Cc2ccccc2)C1=O (stereo not given)
85	-7	COCCCN1C(=O)C(CC(=O)NCc2cccc3ccccc23)CC(C(=O)N(C)C)=C1C (stereo not given)
86	4	C[C@H]1CN([C@@H](C)CO)C(=O)CCCn2nncc2CO[C@H]1CN(C)S(=O)(=O)c1ccc2ccccc2c1
87	-4	Cc1cccc(C(O)c2cnc(C)n2Cc2ccccc2)c1 (stereo not given)
88	-9	CCCCN1C(=O)C(CC(=O)NCc2ccco2)CC(C(=O)N(CC)CC)=C1C (stereo not given)
89	37	C=CCOc1ccccc1CNn1c(C)n[nH]c1=S
90	-2	COc1ccc(CN(C)C[C@@H]2OCCCC[C@H](C)Oc3ccc(NC(=O)Cc4ccccc4)cc3C(=O)N([C@@H](C)CO)C[C@@H]2C)cc1
91	-6	CC(=O)c1ccc(N2CCN(C(=O)C(=O)c3cn(CC(=O)N4CCOCC4)c4ccccc34)CC2)cc1
92	42	CC(C)CC1C(=O)N(Cc2cn(Cc3ccco3)nn2)CCS(=O)(=O)N1Cc1ccc(-c2ccc(F)cc2)cc1 (stereo not given)
93	25	CC(Oc1ccc(F)cc1)C(=O)Nc1cccc(S(=O)(=O)N(C)c2ccccc2)c1 (stereo not given)
94	-3	C[C@@H]1CN([C@@H](C)CO)S(=O)(=O)c2ccc(Br)cc2O[C@H]1CN(C)C(=O)c1ccncc1
95	-5	CCCN1CCN(CCCNC(=O)CN2C(=O)COc3ccc(C(C)(C)C)cc32)CC1
96	-3	COc1ccc2c(c1)Cc1c-2cc(Br)c(N)c1Br
97	3	CC1(C)NC(=O)N(CCC(=O)Nc2ccc(C(C)(C)C)cc2)C1=O
98	3	C[C@@H]1CN([C@H](C)CO)S(=O)(=O)c2ccc(-c3cccc(C(=O)N(C)C)c3)cc2O[C@H]1CN(C)C(=O)Nc1ccc(F)cc1
99	-1	CC1CCN(C(=O)COC(=O)c2ccccc2NCCO)CC1
100	5	C[C@H](CO)N1C[C@H](C)[C@H](CN(C)S(=O)(=O)c2ccccc2)OCc2cnnn2CCCC1=O

Screen by screen, as entered above:
Compounds 85–96 in PfG6PD inh: -7, 4, -4, -9, 37, -2, -6, 42, 25, -3, -5, -3

Continuation.
nr	PfG6PD inh	SMILES
101	5	CCCCN1C(=O)C(CC(=O)NC2CC2)CC(C(=O)N2CCOCC2)=C1C (stereo not given)
102	-29	CCOc1ccc(Oc2ccc(NS(=O)(=O)c3ccc(CCC(=O)O)cc3)cc2)cc1
103	-10	O=c1[nH]c2cc(Cl)cc([N+](=O)[O-])c2c2ccc(Cl)cc12
104	-3	N=c1c2ccccc2nc2n1CCCCC2
105	34	CC(C)C1C(=O)N(Cc2cn(CC3CCCCC3)nn2)CCS(=O)(=O)N1Cc1ccc(-c2ccc(Cl)cc2)cc1 (stereo not given)

Some of the compounds tested, so the mix of outcomes need not match the whole.
